Shn3 3UTR inh: reduces Shn3 3'UTR luciferase signal in osteoblasts; inhibition, % at 12.5 µM; Clone20 osteoblast Shn3 3'UTR firefly luciferase, 24 h; AID 588674; 0.52% of 360,000 active;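 active means mean inhibition of at least 75% with every replicate also reaching 75%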;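 further: 0% = median of neutral control wells and 100% = pilot-screen positive control compound; some compounds past the cut are filed as inactive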
HIF-2a inh: blocks HIF-2a reporter activity. 0.72% of 360,000 active. AID 624352. 786-0 RCC cells HIF-2a reporter, luciferase luminescence, overnight. inhibition, % at 18.8 µM;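 active means inhibition of the luminescence signal of 40% or more relative to plate controls, in a single-dose primary screen at 18.75 µM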
TROY NFkB inh: TROY signaling inhibition. 0.98% of 360,000 active. inhibition, % at 10 µM. AID 1347056. Q293 LMP1-TROYcd NF-kB luciferase reporter, 4 h;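 active means compounds whose plate-normalised and pattern-corrected inhibition of the luciferase reporter signal at the single screening dose is 50% or more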
C8 TRAIL sens: sensitizes caspase-8 expressing cells to TRAIL; AID 624354; inhibition (viability loss, TRAIL sensitization), % at 10 µM; NB7+C8 cells + TRAIL, ATPlite viability luminescence; 1% of 360,000 active;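 active means compounds causing at least 50% loss of cell viability in the single-dose screen, relative to plate controls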
MITF TRPM1 inh: MITF TRPM1 promoter inhibition in SK-MEL-5 cells; SK-MEL-5 TRPM1 promoter luciferase, 24 h; inhibition, % at 12.5 µM; 0.83% of 330,000 active;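 active means mean inhibition across replicates of 60% or more, whatever share of single replicates reaches that level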; further: values of inactives mirror those of a sister screen read the other way
TWEAK-Fn14 inh: TWEAK-Fn14 signaling inhibition | TWEAK-stimulated Fn14 reporter cells, luciferase luminescence, 8 h | inhibition, % at 10 µM | 2% of 360,000 active | AID 1159606; in the data active means inhibition above about 50%
Peg3 promoter: inhibitors of Peg3 promoter | inhibition, % at 20 µM | AID 588405 | HeLa PEG-Prom luciferase reporter, luminescence, overnight | 1.7% of 360,000 active;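 active means inhibition of at least 50% at 20 µM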
KKLEB cytotox: reduces viability of KKLEB cystic fibrosis airway cells | KKLEB CF airway cells viability, ATPlite luminescence, overnight; stronger effect = lower value; cells stimulated with P. aeruginosa culture filtrate | activity change (cytotoxicity), % at 5 µM | 0.36% of 360,000 active | AID 602141;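 active means corrected activity change at or below -50% at 5 µM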
CF NFkB inh: inhibitors of cystic fibrosis induced NF-kB; KKLEB NF-kB-GFP reporter, PAF-induced, GFP fluorescence overnight; inhibition, % at 5 µM; 0.86% of 360,000 active;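 active means at least 50% inhibition at 5 µM, scaled per plate between neutral and stimulator controls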;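 further: PAF is a Pseudomonas aeruginosa culture filtrate used as stimulus; plate controls were PAF-stimulated DMSO wells for no effect and unstimulated DMSO wells for full effect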
NR2E3 ag-1: agonists of human nuclear receptor NR2E3. Q9Y5X4. GST-NR2E3/biotin-RetCOR TR-FRET, 1536-well. inhibition of corepressor binding, % at 4.78 µM. 0.12% of 320,000 active. AID 2300;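 active means percent inhibition above the cutoff of mean plus 3 SD of all tested compounds, set per screening campaign, cut at about 20% in these data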;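 further: 0% = DMSO wells and 100% = biotin wells as full block of FRET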
Target sequence (Q9Y5X4 whole entry, looked up): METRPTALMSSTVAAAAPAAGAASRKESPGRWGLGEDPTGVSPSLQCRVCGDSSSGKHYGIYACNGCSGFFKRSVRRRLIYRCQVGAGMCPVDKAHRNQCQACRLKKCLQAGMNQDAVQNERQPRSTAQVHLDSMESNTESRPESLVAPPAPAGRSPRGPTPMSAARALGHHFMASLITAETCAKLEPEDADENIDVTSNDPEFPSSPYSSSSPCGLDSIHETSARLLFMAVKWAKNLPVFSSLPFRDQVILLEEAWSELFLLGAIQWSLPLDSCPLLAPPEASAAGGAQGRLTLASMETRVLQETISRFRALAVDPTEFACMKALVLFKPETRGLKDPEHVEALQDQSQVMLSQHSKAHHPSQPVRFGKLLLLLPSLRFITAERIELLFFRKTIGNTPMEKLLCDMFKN
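Material: NR2E3–RetCOR corepressor complex / Amount: 1.35 nM GST-NR2E3 / Medium: Tris pH 7.5 / Compound: single nominal compound dose of 4.8 µM / Incubation: 5 h at 4 °C / Technique: TR-FRET, Eu(K)-anti-GST donor, streptavidin-D2 acceptor, ex 340, em 617/671 nm / Read-out basis: percent loss of FRET ratio relative to control wells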
NR2E3 ag-2: agonists of human NR2E3 nuclear receptor; inhibition of corepressor binding, % at 3.98 µM; 0.35% of 360,000 active; CHO-S Gal4-NCOR/VP16-NR2E3 two-hybrid, luciferase; Q9Y5X4; AID 602229;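 active means inhibition above the mean of all tested compounds plus 3 SD, cut at about 70% in these data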;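 further: 0% = DMSO with NR2E3 transfected cells and 100% = cells lacking NR2E3 construct; higher means lower luciferase signal from less NR2E3 corepressor binding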
* marks the source's active call; other numbers are inactive results; · = not tested or not shown; & = joins results of further samples. Not all compounds are listed. The share of hits here may be higher or lower than overall.

Results follow in this order: C8 TRAIL sens, CF NFkB inh, MITF TRPM1 inh, TROY NFkB inh, NR2E3 ag-1, KKLEB cytotox, Shn3 3UTR inh, HIF-2a inh, Peg3 promoter, NR2E3 ag-2, TWEAK-Fn14 inh
- CC(CCc1ccccc1)NCCC#N (configuration not stated)
 : -10, 28, 10, -3, 3, -8, 8, 15, 11, 3, 0
- COc1ccccc1-n1c(O)c(C=NCCCn2ccnc2)c(=O)[nH]c1=O
 : 5, 10, -14, 4, 2, -4, -2, 2, 1, -20, 6
- COc1cccc(N2C(=O)CC(=O)NC2=O)c1
 : -21, -5, -8, -14, 3, -3, -29, 10, 2, -4, 2
- COc1cccc(-n2c(O)c(C=NCCN3CCOCC3)c(=O)[nH]c2=O)c1
 : 17, 6, 10, 5, 4, -6, 0, 9, 4, 0, 3
- CN1CCN(Cc2ccc(N)cc2)CC1
 : -2, 17, 9, -21, -1, -8, -10, 7, 15, 8, 6
- COc1cc(CN2CC=C(c3ccc(F)cc3)CC2)cc(OC)c1
 : 2, -18, -6, 17, ·, 7, 6, 13, 14, -36, -17
- CCCCOc1nc2ccccc2c(=O)n1-c1ccccc1
 : -10, 11, -7, 9, -3, 5, -2, 12, 17, 3, -10
- Cn1cc(C(=O)N2CCC3(CC2)OCCO3)c2c3ccccc3n(C)c2c1=O
 : -18, -3, -6, 8, -1, 8, -10, -3, 9, 7, -2
- O=C1CSC2N1CCNC21CCCCC1 (configuration not stated)
 : -3, 0, 8, -3, 0, -10, -1, 13, 7, -17, -11
- C[n+]1ccc(-c2ccncc2)cc1
 : -14, -5, -1, -1, 4, 5, 0, 5, -4, -1, -8
- O=C(COc1ccc2ccccc2c1)N1CCN(CC2CC3C=CC2C3)CC1 (configuration not stated)
 : -2, 0, 2, 12, 1, 1, 2, 21, 20, 9, -2
- C=C(C)CC1(CC)C(=O)NC(=S)NC1=O
 : -8, 17, ·, 1, ·, -9, -24, 18, -5, 7, 20
- CCOc1ccc(N2C(=O)/C(=C/c3ccco3)C(=O)NC2=S)cc1
 : -7, -7, 7, -4, 0, 3, -8, 21, 31, 1, 57*
- CC(C)C/C(=N/O)c1cn(C)c2ccccc12
 : -2, 18, 0, 9, -1, -10, 1, -2, 3, -7, 6
- COC(=O)C1=C(c2ccc(F)cc2OCc2ccccc2)C[C@@H]2CC[C@H]1N2C(=O)NCCc1ccc(F)cc1
 : 16, 10, -9, 3, 4, -2, 37, 17, 5, -12, 7
- Cc1ncoc1C(=O)NCC1=C(c2ccc(S(C)(=O)=O)cc2)C[C@@H]2CC[C@H]1N2Cc1ccco1
 : -11, -12, ·, 6, ·, 4, -13, -6, -17, -23, 7
- Fc1ccccc1CNCCc1c[nH]c2ccccc12
 : -5, -2, 1, -7, -2, -7, -41, -15, -42, -16, 3
- Cc1ccc(OC(=O)N(C)C[C@H]2OCc3cnnn3CCCC(=O)N([C@H](C)CO)C[C@@H]2C)cc1
 : -14, 11, ·, 10, ·, 19, -3, 12, 12, 2, -6
- O=C1CN(O)C(c2ccccc2)=c2cc(Cl)ccc2=N1
 : -11, 13, -6, 13, 0, -5, -9, 15, 2, 0, 9
- C=CCn1c(O)c(C(C)=Nc2ccc(C(=O)O)cc2)c(=O)[nH]c1=O
 : -1, -6, -11, -24, 6, 2, 7, 8, 13, -18, -9
- CC(Cc1ccccc1)NC(=O)/C=C/C(=O)O (configuration not stated)
 : -4, -20, 13, 7, -1, 13, -8, 18, 0, 6, -11
- O=C1NC2C(=CC(O)C(O)C2O)c2cc3c(cc21)OCO3 (configuration not stated)
 : 31, 78*, 67*, 79*, ·, -7, 90*, 35, 98*, 100*, 100*
- CCCC[N+]12CCC(CC1)C(C(O)(c1ccccc1)c1ccccc1)C2 (configuration not stated)
 : -8, -8, -8, 4, 2, -2, 21, 16, 4, -8, 11
- Cc1ccc2c(c1)C1CN(C)CCC1N2S(=O)(=O)c1ccccc1 (configuration not stated)
 : 7, 9, -2, -22, -2, -2, 8, 3, -11, -2, 2
- O=C1c2ccccc2C2(c3ccc(Cl)cc3)NCCN12 (configuration not stated)
 : -5, -7, 2, 7, 2, 13, -22, 12, 12, -2, -7
- O=C1NC(=O)N(c2ccccc2F)C(=O)/C1=C/c1ccc(Oc2ccc([N+](=O)[O-])cn2)cc1
 : 2, -11, 2, -10, -2, -1, -4, 10, 11, -32, 13
- O=C1c2ccccc2-c2cccc3cccc1c23
 : 2, -155, -32, -3, ·, 4, -53, -148, -141, -83, -67
- Cc1ccsc1C(=O)C1CCCN(Cc2cccc(-n3cccn3)c2)C1 (configuration not stated)
 : 3, -1, 4, 24, -1, 1, -15, 11, 20, -6, -11
- O=C(COC(=O)c1ccccc1)Nc1ccc(Cl)cc1C(=O)c1ccccc1
 : -2, 0, -3, -9, 0, -13, 3, 16, 11, -10, -6
- O=C(Cn1cnc2sc3c(c2c1=O)CCCC3)NCCCC(=O)N1CCC2(CC1)OCCO2
 : 14, -21, -2, 1, -4, 3, -6, 8, 15, 14, 2
- Cc1cc(OC(C)C(=O)N[C@H](C(=O)O)c2ccccc2)c2c3c(c(=O)oc2c1)CCC3 (some centres not stated)
 : -2, -2, 3, -10, 0, 7, -2, -1, -7, 0, -3
- CCOC(=O)C1CN(C)CCC1=O (configuration not stated)
 : -15, 7, -12, -2, 6, 9, 0, 12, 2, 3, 6
- CCS(=O)(=O)Nc1cccc(C(=C2CCCCC2)c2cnc[nH]2)c1
 : 16, 0, 3, 1, 6, -8, -13, -1, 20, -19, 10
- CC[C@]12C=CCN3CCC4(c5cc(Br)c(OC)cc5N(C)C4[C@@](O)(C(=O)OC)[C@@H]1OC(C)=O)C32 (some centres not stated)
 : -1, 16, 6, 0, 3, -18, 0&-3, 40*, 12, -12, -2
- c1ccc(-n2ccnc2)cc1
 : -3, 5, 9, -3, 1, 9, -7, 11, -11, -36, -13
- Cn1c(C(=O)N2CCC(C(=O)N3CCC4(CC3)OCCO4)CC2)cc2sccc21
 : -9, -6, 2, -5, -1, 10, 2, 7, 6, 13, -38
- COc1ccc(-c2ccc3c(c2)CN(c2cccc(Cl)c2)Cc2cnnn2-3)cc1
 : -3, -18, ·, -29, ·, -20, -28, -48, -32, -16, 25
- COc1ccc(C(=O)CC2(CC(=O)c3ccc(OC)cc3)C(=O)N(C)C(=O)N(C)C2=O)cc1
 : -1, 2, -2, -4, 1, -3, 9, 2, 5, -20, -25
- O=C1NC(=O)N(Cc2ccc(F)cc2)C(=O)/C1=C\C=C\c1ccco1
 : 11, 78*, 93*, -1, 4, -3, 10, 22, 62*, -8, 17
- COP(=O)(NS(=O)(=O)c1ccccc1)OC
 : -7, 0, -6, -33, -2, 10, -3, 11, 8, -12, 4
- CC1([N+](=O)[O-])COP(=O)(NC2CC2)OC1 (configuration not stated)
 : -12, 1, 0, -1, ·, -7, -19, 12, 10, -49, -7
- CCCCn1c(N)c(C(=O)NCCN2CCOCC2)c2nc3ccccc3nc21
 : -5, -5, 8, 64*, 2, -6, 0, 17, 9, -19, 3
- CC(=NCc1ccc2c(c1)OCO2)c1c(O)[nH]c(=O)[nH]c1=O
 : 3, 12, 8, -4, -1, -9, -8, 15, 9, 51, -1
- CCc1ccc(CNCCc2ccccc2F)cc1
 : 0, 10, -10, -14, 1, -6, -12, -38, -21, 24, -23
- CN1C(=O)C(Cc2ccsc2)C(=O)N(C)C1=O
 : 1, 0, 3, -40, 1, 7, -61, 8, 1, 12, -1
- O=C(CCCN1CCC(n2c(=O)[nH]c3ccccc32)CC1)c1ccc(F)cc1
 : -1, -6, 6, -1, 4, 5, -1, -11, -18, -15, 0
- Cc1ccc(S(=O)(=O)N2Cc3cc(N4CCOCC4)ccc3-n3nncc3C2)cc1
 : -12, -22, ·, -3, ·, 7, 15, 3, 1, -3, -29
- O=C(O)Cn1cc(/C=C2\C(=O)NC(=O)N(c3ccc(Cl)cc3)C2=O)c2ccccc21
 : 0, -3, 1, -1, 3, -7, 7, 22, 10, -16, -3
- c1cncc(CNC2=NCCCCC2)c1
 : 6, 3, -2, -13, -1, -8, -8, 14, -8, -7, -4
- CCC(=NCCc1c[nH]c2ccccc12)c1c(O)n(-c2ccc(C)cc2)c(=O)[nH]c1=O
 : 4, 8, 4, -12, 3, -1, 1, 14, 21, -3, 12

The list goes on:
Results follow in this order: C8 TRAIL sens, CF NFkB inh, MITF TRPM1 inh, TROY NFkB inh, NR2E3 ag-1, KKLEB cytotox, Shn3 3UTR inh, HIF-2a inh, Peg3 promoter, NR2E3 ag-2, TWEAK-Fn14 inh
- O=c1[nH]c2ccccc2n1C1CCN(C(CCc2ccccc2)c2nnnn2Cc2ccccc2)CC1 (configuration not stated)
 : 91*, 84*, ·, 71*, ·, -82*, 85*, 67*, 97*, 46, 94*
- COc1ccc(-c2cc(C(F)(F)F)n3nc(C(=O)N4CCC5(CC4)OCCO5)cc3n2)cc1OC
 : -6, 10, -2, 8, 0, 0, -9, 11, 0, -9, -7
- Cc1ccc(-n2c(C)nc3ccccc3c2=O)cc1C
 : -8, -1, 2, 12, 2, 22, -17, -2, 21, -22, 2
- C=CCN1C(=O)NC(=O)/C(=C/C=C/c2ccccc2)C1=O
 : 20, -14, 94*, -10, ·, 0, 16, 16, 24, -11, 2
- Cc1cc(OC(=O)CCNC(=O)OC(C)(C)C)c2c3c(c(=O)oc2c1)CCC3
 : 6, -3, 0, 37, -2, -5, -32, -50, -140, -7, 63*

3 compounds from above, reduced to TWEAK-Fn14 inh and C8 TRAIL sens:
Structure | TWEAK-Fn14 inh | C8 TRAIL sens
COc1ccc(-c2cc(C(F)(F)F)n3nc(C(=O)N4CCC5(CC4)OCCO5)cc3n2)cc1OC | -7 | -6
Cc1ccc(-n2c(C)nc3ccccc3c2=O)cc1C | 2 | -8
C=CCN1C(=O)NC(=O)/C(=C/C=C/c2ccccc2)C1=O | 2 | 20
